SENP1 inh: human SENP1 catalytic domain inhibitors, primary screen, biochemical, FRET, uHTS | Sentrin-specific protease 1 (Homo sapiens), Q9P0U3 | recombinant SENP1 catalytic domain, CyPet-SUMO1-YPet FRET cleavage | inhibition, % at 10 µM | 0.21% of 360,000 active | AID 624204, 2012;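 active = inhibition at least 30% at 10 µM, raw YFP signal under a set limit, fluorescence ratio 0.5 to 1.5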;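 also: 0% = enzyme with DMSO and 100% = no enzyme wells; some results filed as inactive read as strong as hits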
Target sequence (Q9P0U3 419-644 limits assumed): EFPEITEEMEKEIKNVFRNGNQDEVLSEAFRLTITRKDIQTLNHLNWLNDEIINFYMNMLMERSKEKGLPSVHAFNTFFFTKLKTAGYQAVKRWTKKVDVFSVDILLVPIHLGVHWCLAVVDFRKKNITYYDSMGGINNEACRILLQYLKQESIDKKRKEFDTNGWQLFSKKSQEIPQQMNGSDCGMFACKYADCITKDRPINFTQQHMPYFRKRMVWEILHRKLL
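Compound: 10 µM single point, 0.5% DMSO; Test system: hSENP1 catalytic domain, recombinant; Timing: 50 min reaction at room temperature; Technique: FRET, CFP and YFP emission; Control set: no-enzyme wells low, DMSO-plus-enzyme wells high control.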
SENP7 inh: SENP7 protease inhibitors, primary screen, biochemical, luminescence, uHTS; Sentrin-specific protease 7 (Homo sapiens), Q9BQF6; recombinant SENP7, Z-RLRGG-aminoluciferin luminescence, 40 min; inhibition, % at 5 µM; 1.5% of 330,000 active;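 active = inhibition above about 50% at the single test dose, limit read from the data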;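 also: plate controls were DMSO with enzyme for no effect and no enzyme buffer wells for full effect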
Target sequence (Q9BQF6 706-1050 limits assumed): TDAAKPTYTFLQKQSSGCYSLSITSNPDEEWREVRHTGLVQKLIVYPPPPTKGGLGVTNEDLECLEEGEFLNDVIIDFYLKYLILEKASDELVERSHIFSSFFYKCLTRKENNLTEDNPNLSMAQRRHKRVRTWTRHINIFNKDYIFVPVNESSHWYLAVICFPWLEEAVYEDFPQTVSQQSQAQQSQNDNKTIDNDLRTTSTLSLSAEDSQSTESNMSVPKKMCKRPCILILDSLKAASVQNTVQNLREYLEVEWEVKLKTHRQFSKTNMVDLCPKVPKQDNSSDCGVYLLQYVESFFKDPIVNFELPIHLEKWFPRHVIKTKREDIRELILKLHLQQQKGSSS
SENP8 block-1: human SENP8 protease inhibitors, primary screen, biochemical, fluorescence, Nedd8 protein substrate, uHTS; Sentrin-specific protease 8 (Homo sapiens), Q96LD8; inhibition, % at 20 µM; 0.64% of 360,000 active; recombinant SENP8; AID 602440, 2012; in the data active = inhibition mostly above about 40%, no sharp cut-off; inactive = mostly below about 27%
Target sequence (Q96LD8 whole entry, looked up): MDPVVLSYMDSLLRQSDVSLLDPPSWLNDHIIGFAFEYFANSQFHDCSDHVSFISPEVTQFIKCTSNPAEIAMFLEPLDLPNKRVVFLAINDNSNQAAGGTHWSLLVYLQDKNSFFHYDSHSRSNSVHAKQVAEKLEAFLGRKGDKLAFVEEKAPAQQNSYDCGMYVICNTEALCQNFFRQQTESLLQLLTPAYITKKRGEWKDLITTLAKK
Apaf1 inhib: inhibitors of human Apaf-1 apoptosome, primary screen, biochemical, DEVD-Rh110 fluorescence, uHTS. AID 489030, 2010. inhibition, % at 20 µM. reconstituted apoptosome caspase-3 activity. Apoptotic protease-activating factor 1 (Homo sapiens), O14727. 0.71% of 330,000 active; active = inhibition of at least 40% at 20 µM;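 also: plate controls were DMSO wells for no effect and DEVD-CHO caspase inhibitor wells for full effect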
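Material: reconstituted apoptosome with Apaf-1, cytochrome c, caspase-9, procaspase-3, dATP; medium: pH 7.5 Hepes buffer with CHAPS, BSA, DTT; also added: cytochrome c and DEVD-Rh110 substrate; timing: 30 min plus 50 min, RT; signal: Rh110 fluorescence intensity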
PfGluPho inh: PfG6PD enzyme inhibitors, primary screen, biochemical, fluorescence intensity, uHTS; inhibition, % at 20 µM; AID 504690, 2011; glucose-6-phosphate dehydrogenase-6-phosphogluconolactonase (Plasmodium falciparum 3D7); PfGluPho enzyme, NADPH resazurin-diaphorase fluorescence; 0.78% of 350,000 active;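 active = inhibition reaching at least a set limit at 20 µM in the primary screen, cut at about 59% in these data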;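 also: 0% = DMSO wells with substrate and 100% = DMSO wells lacking glucose-6-phosphate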
NLRP3 yeast inh: NALP3 inflammasome inhibitors in reconstituted yeast, primary screen, luminescence, uHTS | Yeast reconstituted NLRP3/ASC/caspase-1, beta-gal luminescence, 24 h | inhibition, % at 10 µM | 0.39% of 330,000 active | AID 2825, 2010;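 active = inhibition of 50% or more; inactive = inhibition below 50%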;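 also: plate controls were induced DMSO wells for no effect and uninduced yeast grown without galactose for full effect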
SENP8 block-2: SENP8 protease inhibitors, primary screen, biochemical, luminescence. Sentrin-specific protease 8 (Homo sapiens), Q96LD8. purified SENP8, Z-RLRGG-aminoluciferin cleavage. inhibition, % at 10 µM. 1.2% of 330,000 active. AID 2540, 2010; in the data active = inhibition above about 50%
HKDC1 inh: HKDC1 hexokinase inhibitors, primary screen, biochemical, fluorescence, uHTS; recombinant HKDC1, G6PDH/diaphorase resazurin coupled fluorescence; inhibition, % at 20 µM; 0.16% of 340,000 active; AID 493160, 2011;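 active = inhibition above about 35% when tested at 20 µM, limit read from the data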;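 also: plate controls were DMSO wells with enzyme for no effect and DMSO wells lacking enzyme for full effect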
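System: Recombinant HKDC1 hexokinase | Amount: HKDC1 at 5 µg/mL | Reagent: Glucose with 1 mM ATP | Doses: Single 20 µM dose | Incubation: Reaction time 90 min, room temperature, protected from light | Signal: Coupled resazurin fluorescence, excitation 525 nm, emission 613 nm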
SENP6 inh: SENP6 protease inhibitors, primary screen, biochemical, luminescence, uHTS; Recombinant SENP6 catalytic domain, aminoluciferin luminescence; 1.8% of 330,000 active; AID 2599, 2010; inhibition, % at 10 µM; Sentrin-specific protease 6 (Homo sapiens), Q9GZR1;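 active = inhibition above about 50% at the single tested dose, limit read from the data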;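 also: plate controls were DMSO wells with enzyme for no effect and DMSO wells lacking enzyme for full effect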
Numbers without * were called inactive; / = not tested or not shown. Compounds were not picked by outcome, and some 4.1% of all compounds hit somewhere here.

SMILES	SENP1 inh	SENP7 inh	SENP8 block-1	Apaf1 inhib	PfGluPho inh	NLRP3 yeast inh	SENP8 block-2	HKDC1 inh	SENP6 inh
Cc1nccn1CCCNC(=O)CC1C(=O)NCCN1Cc1ccc(F)cc1Cl (stereo unspecified)	2	-5	-9	9	-21	-2	-4	-4	-19
COc1ccc(C(=O)CC(=O)C(=O)Nc2cc(Cl)c(OC)cc2OC)cc1	4	-12	12	3	-3	-2	1	2	-15
CCCCCCCCCCS(=O)(=O)N/N=C/c1ccc([N+](=O)[O-])cc1	1	9	12	-18	-7	12	1	9	2
Cc1c(C(=O)NCCCN2CCCC2=O)oc2ccccc12	1	5	10	-2	-14	2	1	12	3
O=C(Nc1ccon1)c1ccc(Cl)c(S(=O)(=O)N2CCCCC2)c1	1	5	0	7	-9	-16	6	-6	1
CC(C)CNS(=O)(=O)c1ccc(CC(C)C)cc1	0	-3	2	14	10	14	4	-11	3
CCn1c(=NC(=O)CSC(C)=O)sc2ccccc21	0	2	-2	-12	18	17	2	-8	-19
NC(=O)N(N)c1nc(N2CCCC2)nc(N2CCCC2)n1	0	6	-1	-7	3	14	-6	-6	-4
CCOC(=O)C1CCCN(CCc2ccccc2)C1 (stereo unspecified)	0	-1	37	-8	0	11	3	2	12
COCC(C)NC(=O)c1ccccc1[N+](=O)[O-] (stereo unspecified)	0	-4	7	1	-3	15	5	-13	-8
CCCCc1c(C)c(C#N)c2nc3ccccc3n2c1Nc1c(C)n(C)n(-c2ccccc2)c1=O	-95	4	-43	14	-19	5	-3	3	3
COCCCNC(=S)N(CCO)Cc1cc2cc3c(cc2[nH]c1=O)OCO3	6	4	-455	-15	8	10	-8	5	-3
CC(C)CNC(=O)Cn1nc(C(F)(F)F)c2c1CCCC2	2	-3	9	-2	-15	13	5	-2	-3
Cn1ccnc1SCC(=O)Nc1cc(C(F)(F)F)ccc1N1CCOCC1	1	-9	10	0	2	-7	-10	-3	2
O=C(NC1CCCC1)c1cc(-c2ccccc2Cl)on1	-1	0	5	7	22	36	-4	5	26
Cc1cc(Oc2ccc(=O)n(C)n2)nc(Oc2ccc(=O)[nH]n2)n1	1	2	18	-11	-10	-7	8	-9	-4
O=C(COC(=O)/C=C/c1ccccc1)Nc1cccnc1Cl	2	1	11	9	3	-12	-14	1	-17
CCOc1ccc(C(=O)C2CCN(CC(=O)Nc3ccccc3N3CCOCC3)CC2)cc1	1	12	0	25	-10	2	10	-2	5
O=S(=O)(c1ccccc1)N1CCN(C(=S)Nc2ccc(Br)cc2)CC1	5	7	8	7	21	25	6	-1	-2
COc1ccc(S(=O)(=O)N2CCCC2C(=O)NCC(=O)Nc2cccc(Cl)c2C)cc1 (stereo unspecified)	-1	-8	3	-6	0	9	-5	-7	-32
Cn1nnc(NC(=O)C(c2ccccc2)c2ccccc2)n1	1	-1	3	-10	-14	-9	-10	-2	5
O=S(=O)(Nc1nc(CN2CCOCC2)nc2sc3c(c12)CCCC3)c1cc(F)ccc1F	-5	1	-95	-1	-24	29	6	-1	-7
CS(=O)(=O)c1ccccc1C(=O)N(CCC1=CCCCC1)c1c(N)n(Cc2ccccc2)c(=O)[nH]c1=O	-13	-4	-16	18	18	5	-1	-3	-1
O=C(NNC(=O)c1ccncc1)Nc1ccc(Br)cc1	3	/	2	/	1	/	/	-7	/
Cc1ccccc1N1CN(Cc2ccco2)CNC1=S	0	1	14	-8	-9	9	-1	-9	3

3 entries picked at random from those above:
SMILES	SENP1 inh	SENP7 inh	SENP8 block-1	Apaf1 inhib	PfGluPho inh	NLRP3 yeast inh	SENP8 block-2	HKDC1 inh	SENP6 inh
O=C(NC1CCCC1)c1cc(-c2ccccc2Cl)on1	-1	0	5	7	22	36	-4	5	26
CCOc1ccc(C(=O)C2CCN(CC(=O)Nc3ccccc3N3CCOCC3)CC2)cc1	1	12	0	25	-10	2	10	-2	5
Cn1ccnc1SCC(=O)Nc1cc(C(F)(F)F)ccc1N1CCOCC1	1	-9	10	0	2	-7	-10	-3	2

The list goes on.
SMILES	SENP1 inh	SENP7 inh	SENP8 block-1	Apaf1 inhib	PfGluPho inh	NLRP3 yeast inh	SENP8 block-2	HKDC1 inh	SENP6 inh
CCN(CC)c1ccc(CNc2ccc3c(c2)ncn3CC)cc1	/	10	/	0	19	5	4	1	-6
CC1(C)c2ccccc2-c2nc3ccccc3cc2C1O (stereo unspecified)	1	9	1	6	10	-5	-3	-5	-2
O=C(NCCS(=O)(=O)NCCc1ccccc1)c1ccc2c(c1)OCO2	2	13	8	10	-6	14	-11	-4	-22
Cc1ccc(-c2c(C(=O)N/N=C/c3ccc4c(c3)OCO4)nnn2-c2nonc2N)cc1	3	0	-318	10	28	1	8	0	14
Nc1nonc1NC(=O)CSc1ncccc1C(=O)O	-1	0	18	-19	6	-4	1	-9	6
COc1ccc(/C=N/NC(=O)CC(=O)NCCc2ccccc2)cc1OC	0	9	17	-2	-13	12	0	-3	-10
CCOC(=O)c1cocc1C(=O)O	0	/	31	/	1	/	/	-2	/
COC(=O)c1ccc(Oc2c(C(F)(F)F)oc3c(CN4CCN(C)CC4)c(O)ccc3c2=O)cc1	5	7	-52	12	-14	24	0	1	-12
CCOC(=O)C(Oc1ccc2c(-c3ccc(OC)cc3)cc(=O)oc2c1C)c1ccccc1 (stereo unspecified)	-4	1	-28	15	-7	2	-12	0	-4
Cc1cc(C(F)F)nn1CC(=O)N1CCSCC1	-2	-7	19	12	-4	-2	-9	1	-12
O=C(CN1C(=O)C2CC=CCC2C1=O)NC1CCCc2ccccc21 (stereo unspecified)	1	-6	4	12	-3	0	2	-6	-13
COc1ccc(NC(=O)CSc2nnc(-c3ccoc3C)n2CC2CCCO2)cc1 (stereo unspecified)	-1	-2	7	2	-3	-2	-11	-3	-10
O=C(C(c1ccccc1)c1ccccc1)N1CC[C@@]2(O)CCCC[C@H]2C1	1	-8	5	4	-10	9	-5	-2	-22
O=C(COc1ccc2ccc(=O)oc2c1)Nc1cccnc1	0	-1	-160	-8	-2	-7	3	-6	0
COc1ccc(C(C)=O)cc1CSc1nnc(C)s1	0	9	7	-9	-4	27	-13	-11	-11
CCC(C)(C)C1CCc2[nH]nc(C(=O)NC3CCCCC3)c2C1 (stereo unspecified)	1	3	14	20	7	9	-2	-5	7
CCOC(=O)N1CCC(N2C(=O)c3ccccc3C2Nc2ccc(S(=O)(=O)N(CC)CC)cc2)CC1 (stereo unspecified)	0	3	2	0	-19	2	9	-2	-3
COC(=O)C1=C(Nc2ccccc2NC(=O)c2ccccc2C(=O)O)CSC1	-111	7	-30	0	24	5	7	-1	0
CCC(=O)OC1c2ccccc2C(=O)N1Cc1ccccc1 (stereo unspecified)	0	1	17	1	-6	12	3	-7	-4
CCOC(=O)C1=C(C)N(CCCC(=O)O)C(=O)NC1c1ccccc1OS(=O)(=O)c1ccc([N+](=O)[O-])cc1 (stereo unspecified)	1	-4	23	-4	-1	13	-3	-8	-19
CN1CCC(N2CCCC(C(=O)O)C2)CC1 (stereo unspecified)	3	-10	10	-15	-13	7	-5	-9	-12
CC(=O)NCc1ccc(S(=O)(=O)N/N=C/c2ccc(N(C)C)cc2)cc1	1	8	16	-12	-3	-9	-3	-1	6
CC(=O)N1CCN(C(=O)c2ccc(C)c(S(=O)(=O)N3CCCCC3)c2)CC1	1	1	12	-7	-6	-3	5	-7	-9
COC(=O)C1=C(C)NC(=O)/C1=C\c1cc(C)n(-c2c(C)cccc2C)c1C	-30	5	-39	-2	-1	25	3	2	-9
COc1ccccc1NC(=O)Nn1cnnc1	-2	-9	24	6	-4	-4	-11	-9	1

Next records follow:
SMILES	SENP1 inh	SENP7 inh	SENP8 block-1	Apaf1 inhib	PfGluPho inh	NLRP3 yeast inh	SENP8 block-2	HKDC1 inh	SENP6 inh
Cc1ccc(OCC(=O)Nc2ccccc2[N+](=O)[O-])c(Br)c1	0	18	6	13	2	8	-11	-11	19
CN(C(=O)CSc1nnc(-c2ccco2)n1Cc1ccccc1)C1CCS(=O)(=O)C1 (stereo unspecified)	-1	-9	4	4	9	18	-12	-1	2
NS(=O)(=O)c1ccc(CNC(=O)c2ccc3ccccc3n2)cc1	0	9	17	-5	-6	-1	4	-4	-23
CCCC(=O)Nc1nnc(SCC(=O)N2CCN(c3ccccc3)CC2)s1	2	-6	11	-5	-13	5	2	-3	-23
O=C1OCCC1(c1ccccc1)c1ccccc1	-1	1	12	-3	5	-51	0	2	-2
COc1ccc(-c2ccc(=O)n(Cc3cccc(Cl)c3)n2)cc1	1	-10	-278	27	8	10	-13	-2	-18
CC(C)(Oc1ccc(Cl)cc1)C(=O)Nc1ccncc1	1	6	17	-6	-26	3	6	-5	-1
CCCOC(=O)c1c(-c2ccc(C)cc2C)csc1NC(=O)C1C2CCC(O2)C1C(=O)O (stereo unspecified)	2	3	15	12	46	8	-2	-3	-1
O=C(Oc1ccc(C(=S)N2CCOCC2)cc1Br)c1ccccc1F	-1	-5	22	-5	31	7	-4	0	1
O=S(=O)(Cc1ccc(Cl)cc1)C1CCCCC1O (stereo unspecified)	0	1	12	-18	-16	5	-4	4	-6
Cc1c(C)n2c(SCC(=O)Nc3cccc4ccccc34)nnc2[nH]c1=O	1	-8	6	-3	3	7	1	0	-11
CCOC(=O)N1CCN(C(=O)C(C)n2nc(C)n3c(cc4sccc43)c2=O)CC1 (stereo unspecified)	1	7	-1	-32	-6	-4	-1	-10	-10
CCOC(=O)/C=C1\NC(=O)CS1	1	0	10	-15	13	-7	-4	-8	-5
CC(C)c1cc(N2CCOCC2)n2ncc(-c3ccccc3)c2n1	1	13	-296	14	5	34	8	-1	9
O=C(Nc1nc(-c2ccccc2)cs1)c1cccs1	1	16	-28	10	21	17	-7	2	25
Cc1ccc(/C=N\NC(=O)Cn2c(C)nc3ccccc32)o1	1	-15	3	6	8	-5	-2	1	-19
CC(C)c1ccc(NC(=O)C2CCN(S(C)(=O)=O)CC2)cc1	1	-5	26	6	7	19	-14	-5	-10
COc1cc2[nH]c(=O)n(CCC(=O)N3CCN(c4cc(Cl)ccc4C)CC3)c(=O)c2cc1OC	2	-3	-40	11	3	17	0	1	3
COc1ccc(S(=O)(=O)N2CCC(C(=O)NCCN3CCOCC3)CC2)cc1C	3	-5	5	9	14	17	-9	-2	5
S=c1nc2ccccc2c2nc(-c3ccccc3Br)[nH]n12	1	-6	24	8	5	21	-3	-15	-10
CCOC(=O)C1(Cc2cccc(OC)c2)CCN(CC2CC=CCC2)CC1 (stereo unspecified)	1	4	3	-5	-4	25	4	-3	-8

Screens deposited in PubChem BioAssay by Sanford-Burnham Center for Chemical Genomics.
